S1P3 antag – S1P3 (human) receptor antagonism; CHO S1P3 NFAT-BLA reporter, FRET fluorescence, antagonist mode; inhibition, % at 4.98 µM; 170,000 compounds, 0.27% hits;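 active = inhibition above the plate cutoff, the mean inhibition of test wells on that plate plus 3 SD, cut at about 28% in these data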;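 note: cells challenged with S1P at its EC80 of 0.8 µM; blue over green emission ratio from cleaved BLA substrate after 4 h stimulation; 0% = S1P-stimulated wells and 100% = unstimulated DMSO-only wells; some compounds past the cut are filed as inactive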
bIAP inhibitor – intestinal alkaline phosphatase (bovine) inhibition; purified bovine IAP, CDP-star luminescence, 30 min; inhibition, % at 20 µM; 190,000 tested, under 10 active;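 active = over 50% inhibition of intestinal alkaline phosphatase at 20 µM in the single-dose screen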
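Assay system – bovine IAP enzyme · Quantity – bovine IAP at 1/65,000,000 final dilution · Detection – CDP-star luminescence signal · Times – 30 min reaction at room temperature · Also added – CDP-star substrate at 30 µM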
SRC2 TRFRET art – counter-screen for PPARgamma SRC-2 recruitment agonists: TR-FRET artefact. hits give high values. TR-FRET ratio at 8 µM. 200,000 compounds, 0.4% hits. AID 1049; in the data active = TR-FRET ratio above about 2000; note: inactives centre near 1500; reference of the scale not given here
PPARg SRC3 recr – promotes SRC-3 coactivator recruitment by human PPARgamma. P37231. biochemical PPARgamma/SRC-3 coactivator recruitment assay. activation, % at 8 µM. 200,000 compounds, 0.26% hits; in the data active = activation above about 23%;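 note: 0% = DMSO and 100% = reference agonist; some compounds past the cut are filed as inactive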
Target sequence (P37231 whole entry, looked up): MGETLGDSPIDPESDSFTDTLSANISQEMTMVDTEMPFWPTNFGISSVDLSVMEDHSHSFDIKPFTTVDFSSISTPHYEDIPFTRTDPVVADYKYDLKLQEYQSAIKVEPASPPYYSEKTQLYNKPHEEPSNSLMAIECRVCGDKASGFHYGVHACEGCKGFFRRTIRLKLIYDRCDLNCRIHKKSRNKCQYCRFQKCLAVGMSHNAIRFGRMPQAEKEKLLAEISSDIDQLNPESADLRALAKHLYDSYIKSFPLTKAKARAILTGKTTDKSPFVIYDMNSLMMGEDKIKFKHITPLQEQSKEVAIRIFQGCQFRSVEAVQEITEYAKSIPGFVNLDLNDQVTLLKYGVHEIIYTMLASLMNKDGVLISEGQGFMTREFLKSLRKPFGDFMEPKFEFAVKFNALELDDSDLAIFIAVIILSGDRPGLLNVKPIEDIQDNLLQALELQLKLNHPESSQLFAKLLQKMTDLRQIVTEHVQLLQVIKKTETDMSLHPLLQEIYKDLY
ROMK primary – modulates human ROMK potassium channel activity. B-score at 10 µM. P48048. Tet-inducible ROMK, thallium flux fluorescence; actives lie on both sides. 130,000 compounds, 2% hits. AID 1918;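 active = signal ratio slope over the read window, or its plate-corrected B-score, at least 3 SD from the plate mean, either direction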;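 note: B-score of the F/F0 ratio slope over 7 to 12 s after thallium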
Target sequence (P48048 whole entry, looked up): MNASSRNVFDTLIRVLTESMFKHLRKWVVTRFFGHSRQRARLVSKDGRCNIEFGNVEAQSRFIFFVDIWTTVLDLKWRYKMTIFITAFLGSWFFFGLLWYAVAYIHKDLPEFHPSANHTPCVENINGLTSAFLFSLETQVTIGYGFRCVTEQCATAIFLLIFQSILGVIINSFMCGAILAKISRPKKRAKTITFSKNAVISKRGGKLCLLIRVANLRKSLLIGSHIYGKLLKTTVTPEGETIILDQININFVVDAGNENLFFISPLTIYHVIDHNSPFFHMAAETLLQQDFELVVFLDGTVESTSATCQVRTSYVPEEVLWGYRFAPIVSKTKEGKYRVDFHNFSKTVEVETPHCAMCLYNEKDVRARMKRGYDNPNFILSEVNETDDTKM
DTT redox prof – compounds producing H2O2 with reducing agent – biochemical, NIH compound library profiling, artefact control for MLSCN library redox annotation, primary screen; DTT-dependent redox cycling H2O2, phenol red/HRP absorbance; 100% = 100 µM peroxide control, 0% = buffer; activation, % at 10 µM; 200,000 compounds, 0.03% hits;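 active = activation of at least 50% relative to the plate's high and low controls in the primary single-dose screen; inactive = activation below 50%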;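 note: compound incubated with DTT at 0.8 mM final as the reducing agent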
L major viab – reduces viability of Leishmania major promastigotes | resazurin fluorescence viability | inhibition, % at 10 µM | 200,000 compounds, 9% hits | AID 1063; in the data active = inhibition above about 50%;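 note: promastigotes grown with compound for 44 hours at 28 °C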
PPARg SRC2 recr – PPARgamma-driven SRC-2 recruitment agonism; P37231; PPARgamma LBD-SRC-2 recruitment, biochemical; activation, % at 8 µM; 200,000 compounds, 0.34% hits; AID 1032; in the data active = activation above about 22%;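 note: 0% = vehicle and 100% = reference agonist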
RAM network inh – blocks the yeast RAM network. 190,000 compounds, 1.8% hits. S. cerevisiae dse1pr::URA3 reporter, 5-FOA growth OD615, 2 d; analog-sensitive cbk1-as2 kinase mutant strain. inhibition, % at 50 µM;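 active = inhibition above a set limit, 3 SD over mean compound inhibition, cut at about 8.4% in these data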;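 note: 0% = DMSO-only wells with no growth and 100% = 10 µM 1-NA-PP1 full growth; inhibition rescues growth on 5-FOA so higher OD means more RAM inhibition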
Efa HMGR inh – blocks class II HMG-CoA reductase of Enterococcus faecalis. 190,000 compounds, 0.41% hits. AID 1066. inhibition, % at 10 µM. purified E. faecalis HMGR, NADPH absorbance 340 nm kinetic;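 active = inhibition above a set limit, the median over all tested compounds plus 3 SD, cut at about 9.5% in these data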;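 note: enzyme runs in reverse so mevalonate oxidation gives rising NADPH absorbance; 0% = complete reaction with DMSO and 100% = background rate lacking mevalonate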
PPARg SRC-1 ag – promotes SRC-1 coactivator recruitment by human PPARgamma. activation, % at 8 µM. PPARgamma-SRC-1 coactivator recruitment biochemical assay. 200,000 compounds, 0.41% hits. AID 631; in the data active = activation above about 19%;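 note: 0% = DMSO and 100% = reference agonist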
* marks the source's active call; other numbers are inactive results; x = not tested or not shown.

SMILES	S1P3 antag	bIAP inhibitor	SRC2 TRFRET art	PPARg SRC3 recr	ROMK primary	DTT redox prof	L major viab	PPARg SRC2 recr	RAM network inh	Efa HMGR inh	PPARg SRC-1 ag
CC1(C)Cc2c(c(N3CCOCC3)nc3sc4c(N5CCOCC5)nnnc4c23)CS1	x	6.2	1574	-2.2	0.000744	-6.9	-5.6	4.5	1.9	0.9	-0.1
CS/C(=C\[N+](=O)[O-])Nc1ccc(C)cc1	10.1	-10.0	1570	7.6	x	-1.6	-1.6	-3.9	0.5	-1.4	8.5
CCOC(=O)c1ccc(NS(=O)(=O)c2cc(-c3nnnn3C(C)C)ccc2OC)cc1	-4.8	-8.8	1481	-2.8	-1.21	0.9	1.0	-15.3	-1.0	-0.7	1.8
O=C(Nc1nc(N2C(=O)c3ccccc3C2=O)n(-c2ccccc2)n1)c1ccccc1	-7.2	6.7	1381	6.5	1.31	-0.7	-7.3	6.1	1.7	-6.9	2.0
O=C(CCc1nnc(-c2ccc(-c3ccccc3)cc2)o1)N1CCCCC1	3.2	-20.6	1567	0.8	-0.98	-0.6	-2.0	-5.0	1.0	-7.9	15.5
CCC(=O)N1C(C(=O)NCc2ccc(OC)cc2)CSC1c1ccc(OC)cc1 (stereo not drawn)	x	-1.3	1651	-5.2	x	-0.6	-0.1	1.5	-0.1	-7.9	3.8
CCOc1ccc(-c2nnn(CC(=O)N3CCN(c4ccc(OC)cc4)CC3)n2)cc1OCC	14.0	16.7	1271	0.2	0.704	1.0	-4.1	7.8	2.7	-3.8	3.3
COc1ccccc1Nc1nc(NCCO)c2ccccc2n1	-9.4	11.9	1500	-0.5	0.605	1.9	49.9	4.8	1.3	4.0	6.2
CN(C)CCNC(=O)c1cc2cc(Br)ccc2oc1=O	-9.0	7.6	1494	-4.3	0.0171	0.4	-4.9	16.8	-1.2	-6.7	1.2
CC(C)c1cccc(C(C)C)c1NC(=O)COC(=O)C1=COCCO1	5.7	-3.0	1490	2.7	0.145	-1.5	0.6	6.5	1.6	-3.5	-0.6
CCCn1c(=O)c2ccccc2n2c(SCCOc3ccccc3F)nnc12	5.8	0.6	1336	-6.6	x	2.0	-2.4	2.5	3.3	-1.8	-8.6
COc1ccc(C(=O)/C=C/c2ccccc2OC)c(OC(=O)c2ccc([N+](=O)[O-])cc2)c1	x	x	1457	12.8	x	-2.7	56.3*	0.8	x	x	2.0
O=C(CN1C(=O)C(c2ccc(F)cc2)=NC12CCCC2)Nc1ccc(F)cc1	7.3	-8.4	1640	-1.2	-0.186	-1.9	9.0	-2.3	2.5	-0.1	4.3
S=c1[nH]nc(Cc2ccccc2)n1-c1cccc2ccccc12	3.2	-31.3	1566	3.2	-0.336	0.6	-10.8	-3.0	3.9	-2.7	4.3
Cc1cc(C)nc(Nc2nc3ccccc3[nH]2)n1	5.5	-13.9	1570	11.3	x	1.2	35.3	7.1	-0.2	1.7	4.6
C=CCn1c(COc2cccc3cccnc23)nnc1SCC(=O)O	-0.8	10.7	1340	-11.2	x	2.8	1.8	-5.7	0.1	-2.1	-4.9
CCOC(=O)C1=C(C)NC(=O)NC1c1ccc(Br)s1 (stereo not drawn)	x	11.0	1507	3.7	-0.087	0.1	66.4*	3.6	2.4	-1.8	12.3
O=C(O)c1ccccc1SCc1nc2ccccn2c1Br	12.4	6.2	1574	5.7	0.665	-0.5	5.9	-0.5	0.4	-4.2	8.5
COC(=O)C1CCN(c2cc(=O)n(-c3ccccc3Cl)c(=O)[nH]2)CC1	22.8	-7.4	1494	1.9	-0.326	-1.6	-2.2	-1.2	-0.8	2.2	0.8
O=C(O)Cc1c(C(=O)O)nnn1-c1ccc(Cl)cc1Cl	-21.4	-9.6	1641	2.7	0.699	-1.9	-2.3	4.7	1.7	-8.8	3.2

Compounds above that contain bromine, in the order listed:
SMILES	S1P3 antag	bIAP inhibitor	SRC2 TRFRET art	PPARg SRC3 recr	ROMK primary	DTT redox prof	L major viab	PPARg SRC2 recr	RAM network inh	Efa HMGR inh	PPARg SRC-1 ag
CN(C)CCNC(=O)c1cc2cc(Br)ccc2oc1=O	-9.0	7.6	1494	-4.3	0.0171	0.4	-4.9	16.8	-1.2	-6.7	1.2
CCOC(=O)C1=C(C)NC(=O)NC1c1ccc(Br)s1 (stereo not drawn)	x	11.0	1507	3.7	-0.087	0.1	66.4*	3.6	2.4	-1.8	12.3
O=C(O)c1ccccc1SCc1nc2ccccn2c1Br	12.4	6.2	1574	5.7	0.665	-0.5	5.9	-0.5	0.4	-4.2	8.5

New compounds follow
SMILES	S1P3 antag	bIAP inhibitor	SRC2 TRFRET art	PPARg SRC3 recr	ROMK primary	DTT redox prof	L major viab	PPARg SRC2 recr	RAM network inh	Efa HMGR inh	PPARg SRC-1 ag
COc1ccc([N+](=O)[O-])cc1NC(=O)C(C)OC(=O)c1ccccc1C(=O)c1ccc(Cl)cc1 (stereo not drawn)	7.1	9.1	1481	2.3	x	-0.1	32.6	2.6	3.9	-6.3	-3.9
COc1ccc(N2C(=O)CC(n3c(CCCCO)nc4ccccc43)C2=O)cc1 (stereo not drawn)	6.7	7.3	1406	-21.4	x	2.2	-3.5	-5.3	2.7	-7.5	-2.0
CC(C)CC(NC(=O)c1ccccc1NC(=O)c1ccccc1)C(=O)O (stereo not drawn)	-3.2	-6.2	1378	4.4	-1.25	-0.8	18.8	4.8	3.9	-4.0	-5.0
Cc1ccc(NS(=O)(=O)c2ccc(OCC(=O)NCc3ccncc3)cc2)cc1	0.7	7.2	1519	-7.8	x	0.0	3.4	3.6	3.0	-6.2	5.8
CCC1(C(=O)O)NC(c2cc(OC)ccc2O)C2C(=O)N(Cc3ccccc3)C(=O)C21 (stereo not drawn)	5.0	-10.7	1648	11.4	x	-1.4	-2.5	7.0	0.7	0.1	0.3
N#C/C(=C\c1cc2ccccc2nc1N1CCOCC1)C(=O)Nc1ccc(N2CCOCC2)cc1	1.4	-0.6	1768	7.2	x	-0.6	2.5	4.8	0.5	-5.5	3.4
c1ccc(-n2ncc3c(N4CCCC4)ncnc32)cc1	x	40.4	1601	5.1	0.114	-1.6	-4.2	1.8	2.0	-9.8	8.3
O=C(Cc1cccs1)N1CCN(c2nc(-c3ccc(Cl)cc3)cs2)CC1	20.4	19.6	1768	-1.5	x	-2.1	-3.0	4.9	14.5*	-2.2	14.9
COc1ccc(-c2nnc(-c3ccc(OCC(C)C)cc3)o2)cc1	x	2.0	1570	-0.7	x	2.9	-1.0	4.2	4.0	2.8	-3.9
Cc1ccc(CNC(=O)CN(c2cccc([N+](=O)[O-])c2)S(C)(=O)=O)cc1	-30.6	-5.9	1672	0.9	-0.429	0.3	2.3	-2.0	0.9	3.2	7.5
CC1(c2ccccc2)NC(=O)N(CC#N)C1=O (stereo not drawn)	-27.7	2.4	1880	8.1	0.00696	-0.7	0.6	12.0	1.3	2.6	10.9
O=C(NC(=S)Nc1ccc2c(c1)OCCO2)c1ccccc1	x	-1.7	1593	3.4	1.27	-5.0	-6.1	9.9	-2.1	-2.8	3.0
Cc1cccc(C)c1NC(=O)CCCSc1nnc(-c2ccco2)o1	13.9	x	1625	2.1	-0.624	0.2	-1.2	7.4	2.9	5.2	11.9
CN(C(=O)CSc1nc2ccccc2s1)c1c(N)n(Cc2ccccc2)c(=O)[nH]c1=O	-3.6	-3.0	1637	-3.7	-0.0276	-0.2	-5.2	4.7	2.2	-0.3	-5.2
CCOC(=O)N1CCC(NC(=O)CCc2c(C)nc3ncnn3c2C)CC1	8.6	0.2	1645	4.3	0.949	-0.9	1.1	9.2	0.1	3.5	7.7
Cc1cc(C)n(CCCNC(=O)c2ccc3c(c2)NC(=O)CS3)n1	17.2	1.7	1548	-5.8	x	1.6	0.1	4.5	0.9	-10.1	3.2
COc1cc(CC(=O)Nc2ccccc2N2CCOCC2)cc(OC)c1OC	3.6	-21.0	1509	0.6	-0.305	0.2	-4.5	5.4	1.7	-4.5	-3.3
CC(NC(=O)Cc1cccs1)c1ccccc1 (stereo not drawn)	-10.6	0.7	1449	0.7	-1.36	-0.9	-4.3	-1.1	-0.1	-2.5	-1.6
Cc1ccc(NC(=O)C(CC(C)C)NC(=O)C2CCC(C)CC2)nc1 (stereo not drawn)	x	3.4	1504	-4.4	0.889	0.2	24.8	-0.8	0.8	2.8	0.8
O=c1ccc(Cc2ccccn2)n[nH]1	x	4.5	1419	3.1	1.02	0.0	-5.8	6.1	0.5	-3.7	-1.1
COC(=O)Nc1ccc(S(=O)(=O)N2CCCC(C(=O)N3CCC(C)CC3)C2)cc1 (stereo not drawn)	-2.9	-13.7	1517	4.8	-0.209	-0.7	2.4	6.2	1.3	-3.6	-2.0
O=C(NCCCn1ccnc1)c1cc2cc([N+](=O)[O-])ccc2oc1=O	-10.3	7.5	1543	-2.6	0.0222	-0.3	3.8	-3.1	-0.5	1.9	-4.3
O=S(=O)(c1ccc(S(=O)(=O)N(Cc2cccs2)CC2CCCO2)cc1)N1CCCCC1 (stereo not drawn)	10.9	25.7	1485	4.2	-0.92	-0.1	7.1	-0.3	0.9	-0.1	1.5
COC(=O)C1=C(C)NC(C)=C(C(=O)OC)C1c1ccccn1	14.6	2.4	1401	-4.8	x	0.2	-6.9	13.3	3.2	0.4	-0.5
O=C(O)Cn1nc2ccccc2n1	1.7	3.4	1522	13.0	x	1.4	-3.4	5.4	0.9	-4.1	0.4
CCOC(=O)CCCSc1nc(-c2ccc3c(c2)OCO3)cc(C(F)(F)F)c1C#N	-2.3	36.9	1347	-0.5	0.0118	0.7	-1.6	0.2	14.1*	-0.7	-3.3
CCC(C)(C)n1nnnc1CN1CCC(NC(=O)c2ccccc2C)CC1	x	7.7	1342	1.9	x	-0.1	-6.0	-3.2	2.5	-5.0	-1.7
COc1ccc(CCNC2CC(=O)N(CCc3ccc(OC)c(OC)c3)C2=O)cc1OC (stereo not drawn)	21.9	-14.5	1628	7.8	x	-1.2	-0.9	12.9	0.4	3.3	2.2
COc1ccc(N2C(=O)CC(Sc3nc(C)c4c(n3)CCCC4)C2=O)cc1 (stereo not drawn)	-10.3	-0.9	1407	-1.8	0.927	2.8	0.6	-9.0	0.3	-1.6	-0.8
COc1ccc(CCNC(=O)CSc2nnc(Cc3csc(N)n3)n2C)cc1OC	1.0	4.7	1499	-3.3	x	0.8	-4.0	2.8	1.0	1.6	4.9
O=C(O)c1cccc(N2C(=O)c3cccnc3C2=O)c1	x	11.6	1429	4.2	0.0302	0.1	-7.0	0.6	5.4	0.2	-6.1
COC(=O)c1sc(S(=O)(=O)N2CCC(C)CC2)c(C(=O)OC)c1C	15.4	-5.6	1683	-0.8	x	-2.3	-1.2	1.0	3.7	-6.4	1.2
COc1ccc(C(C(=O)NC2CCCCC2)N2CCC3(CC2)OCCO3)cc1 (stereo not drawn)	x	1.6	1417	-4.8	0.44	-3.6	-6.2	-1.9	0.5	-3.2	0.4
CC(C)C(NC(=O)c1ccccc1)C(=O)NCCc1ccccc1 (stereo not drawn)	-2.8	-23.4	1484	-0.1	-0.872	0.1	0.1	-2.8	0.6	0.0	0.0
